H9c2 TAG inh = triacylglycerol accumulation inhibition | H9c2 cells, Nile Red lipid (TAG) fluorescence; cells loaded with 200 µM oleic acid | inhibition, % at 12.5 µM | 230,000 compounds, 0.66% hits | AID 651582;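 active = pattern-corrected inhibition of lipid staining of at least 50% with the nuclear-stain viability signal not falling by more than 50%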;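 also: 0% = DMSO wells and 100% = triacsin C control wells; some results filed as inactive read as strong as hits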
H9c2 TAG inh DAPI viability = further read-out of H9c2 TAG inh, marked with its call; DAPI nuclei signal change (viability), lower = more cytotoxic, %;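 whole-well DAPI fluorescence read on a plate reader as a viability signal; minus 50 percent equals half of cells still viable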
Starred values were filed as active, the others as inactive. An excerpt; count on the stated rates, not on these rows.

SMILES	H9c2 TAG inh	H9c2 TAG inh DAPI viability
CCCCn1c(N)c(N(C(=O)CSc2nnnn2-c2ccccc2)C2CCCC2)c(=O)[nH]c1=O	-8	-3
Cc1ccc(OCC(=O)NNC(=O)c2ccc(-n3cncn3)c([N+](=O)[O-])c2)cc1	12	-6
CCNC(=O)C1CC(=O)N(CCCc2ccccc2)C(=Nc2ccccc2)S1 (stereo unspecified)	0	-2
CCC(Cc1ccccc1)NC(=O)CCn1cccc1 (stereo unspecified)	0	2
CCCS(=O)(=O)NC(=O)C1(C)CCCN(C(=O)c2ccccc2C(F)(F)F)C1 (stereo unspecified)	0	12
O=C(Oc1ccc2c(c1)OCO2)c1cccs1	-10	1
CCCCN(C)C(=O)c1cc2c(s1)-c1ccccc1S(=O)(=O)C2	3	-9
CCOC(=O)N1CCc2c(sc3c2c(=O)n(Cc2ccccc2)c(=O)n3Cc2ccc(C)cc2)C1	0	-3
COc1ccccc1CNC(=O)Cc1ccc(Br)cc1	3	1
CC1CCCN(CC(O)COCc2ccc3c(c2)OCO3)C1 (stereo unspecified)	3	1
CC(C)c1ccc(NC(=O)CN2CCN(C(=O)C3CCCO3)CC2)cc1 (stereo unspecified)	-23	6
Nn1c(SCC(=O)Nc2c(Cl)cccc2Cl)nncc1=O	0	-2
O=C(CSc1nc2ccccc2c(=O)n1C1CC1)NCc1ccccc1	1	6
Cc1ccsc1C(=O)N1CCC1(C)C(=O)NS(=O)(=O)c1ccccc1 (stereo unspecified)	-7	-1
CCCCn1c(N)c(N(CC(C)C)C(=O)c2cc(-c3ccncc3)nc3ccccc23)c(=O)[nH]c1=O	20	-7
CC(=O)Nc1cccc(C(=O)NNC(=O)c2n[nH]c(=O)c3ccccc23)c1	-6	-5
CCCCn1nc(C(=O)NCC2COc3ccccc3O2)c2ccccc2c1=O (stereo unspecified)	6	2
CN(C)c1ccc(CNC(=O)C2(C)Cc3c(-c4cccc(C(N)=O)c4)ccnc3O2)cc1 (stereo unspecified)	24	-12
Cc1cc(C(C)(C)C)ccc1OC(=O)C1=CC=CN2CCS(=O)(=O)N=C12	-2	1
Cc1ccc(C(=O)CSc2ccc(-c3cccnc3)nn2)cc1	-13	4

The list goes on, overlapping the part above by 6 compounds.
SMILES	H9c2 TAG inh	H9c2 TAG inh DAPI viability
CCCCn1c(N)c(N(CC(C)C)C(=O)c2cc(-c3ccncc3)nc3ccccc23)c(=O)[nH]c1=O	20	-7
CC(=O)Nc1cccc(C(=O)NNC(=O)c2n[nH]c(=O)c3ccccc23)c1	-6	-5
CCCCn1nc(C(=O)NCC2COc3ccccc3O2)c2ccccc2c1=O (stereo unspecified)	6	2
CN(C)c1ccc(CNC(=O)C2(C)Cc3c(-c4cccc(C(N)=O)c4)ccnc3O2)cc1 (stereo unspecified)	24	-12
Cc1cc(C(C)(C)C)ccc1OC(=O)C1=CC=CN2CCS(=O)(=O)N=C12	-2	1
Cc1ccc(C(=O)CSc2ccc(-c3cccnc3)nn2)cc1	-13	4
O=c1[nH]c(SCc2cccc(Cl)c2)nc2ccccc12	2	2
Cc1cc(Cl)ccc1NC(=S)NC(C)(C)C	-34	9
CC(=O)N1CCN(S(=O)(=O)c2cccc(C(=O)NNC(=O)COc3ccc(F)cc3)c2)CC1	-4	6
COc1cccc(NC(=O)c2cccc(S(=O)(=O)N3CCN(Cc4ccccc4)CC3)c2)c1	-4	6
CCCNC(=O)C1(C)CCCN(C(=O)c2cc3ccccc3s2)C1 (stereo unspecified)	1	-8
Cc1cc(NC(=O)C2CCN(C(=O)c3ccco3)CC2)ccc1Br	4	-1
OC[C@H]1O[C@H](OC[C@H]2O[C@H](OC[C@H]3O[C@H](O[C@]4(CO)O[C@H](CO)[C@@H](O)[C@@H]4O)[C@H](O)[C@@H](O)[C@@H]3O)[C@H](O)[C@@H](O)[C@H]2O)[C@H](O)[C@@H](O)[C@H]1O	7	-4
O=C1OCCN1N1CCOC1=O	7	1
O=S(=O)(Nc1ccncc1Cl)c1cc(Cl)ccc1Cl	3	4
CC(C(=O)O/N=C(\N)c1cccnc1)c1ccc([N+](=O)[O-])cc1 (stereo unspecified)	-9	3
O=C(Nc1ccc(F)c(Cl)c1)c1ccccc1NC(=O)C1CCCCC1C(=O)O (stereo unspecified)	5	-4
O=C(O)c1ccc(N/N=C/C=C/c2ccccc2[N+](=O)[O-])cc1	6	4
O=C(N/N=C/c1ccc(-c2cccc([N+](=O)[O-])c2)o1)c1cccs1	9	11
COCCN(C(=O)COC(=O)c1cc(C)n(-c2ccccc2)c1C)c1c(N)n(Cc2ccccc2)c(=O)[nH]c1=O	13	-6
O=C(Cc1ccc([N+](=O)[O-])cc1)N1N=C(c2ccncc2)CC1(O)C(F)(F)F (stereo unspecified)	8	-5
CCCCn1c(C)cc2cc(O)ccc21	19	-17
COc1ccccc1N(CC(=O)Nc1ccccc1)S(=O)(=O)c1cccs1	-20	-3
CCCSc1nnc(-c2ccccc2NC(=O)CC)c(=O)[nH]1	-6	9
Cc1nc2ccc(NC(=O)c3cccnc3)cc2s1	7	-2
O=C(Nc1ccc(NC(=S)NC(=O)C(c2ccccc2)c2ccccc2)cc1)c1ccccc1	40	1
Fc1ccc2cnc(-c3ccccc3)cc2c1	-1	-6
CC(=O)C(C)Oc1ccc2c3c(c(=O)oc2c1)CCCC3 (stereo unspecified)	-1	-10
Cc1cc(Cl)ccc1OCC(=O)OCC(=O)Nc1ccc(Cl)cn1	-1	15
COC(=O)c1ccc2[nH]c([C@H](C)O)c([C@H](C)O)c2c1	10	-3
Cc1ccc(S(=O)(=O)NC(=O)C2(C)CCN2C(=O)Cc2ccc(-c3ccccc3)cc2)nc1 (stereo unspecified)	13	1
Cc1cc(=O)oc2c(C(=O)/C=C/c3ccccc3)c(O)ccc12	2	-1
CC(C)(CO)CN1CCC(n2nccc2NC(=O)C2CCCC2)CC1	-5	1
COc1cc2ncnc(NCc3ccco3)c2cc1OC	2	14
COC(=O)c1c(-c2snnc2C)n[nH]c1C	12	-12
CC12C=CC(=O)C=C1CCC1C2CCC2(C)C(C(=O)CO)CCC12 (stereo unspecified)	27	-5

Profiles from above. Order of values: H9c2 TAG inh, H9c2 TAG inh DAPI viability
`Cc1nc2ccc(NC(=O)c3cccnc3)cc2s1` in the list: 7, -2
`CC1CCCN(CC(O)COCc2ccc3c(c2)OCO3)C1` (stereo unspecified) in the list: 3, 1
`Cc1ccc(S(=O)(=O)NC(=O)C2(C)CCN2C(=O)Cc2ccc(-c3ccccc3)cc2)nc1` (stereo unspecified) in the list: 13, 1

Further records.
SMILES	H9c2 TAG inh	H9c2 TAG inh DAPI viability
CC(/C=N/NC(=O)CSc1nc2ccccc2n1C)=C\c1ccco1	-8	8
CNCCC(Oc1ccc(C(F)(F)F)cc1)c1ccccc1 (stereo unspecified)	12	14
CCN1C(=O)C2(C(C#N)=C(N)Oc3cc(C)oc(=O)c32)c2ccccc21 (stereo unspecified)	-22	17
CCn1c(CC(=O)Nc2ccccc2)n[nH]c1=S	9	-6
CCOCCCNC(=O)CCCn1nc(C)n2c(cc3sccc32)c1=O	1	-5
O=C(Nc1ccc(C(=O)N2CCC(O)(c3ccc(Cl)c(C(F)(F)F)c3)CC2)cc1)c1ccc(Br)o1	22	-9
CCOc1cc(N2CCOCC2)c(OCC)cc1NC(=O)CSc1ccccc1C(=O)O	-13	-1
COc1ccccc1-c1cnc(C(O)c2ccc(F)cc2C)[nH]1 (stereo unspecified)	-5	1
Cc1csc(Nc2ccc(Cl)cc2)n1	-2	2
C[C@H]1Cn2cnc(C(=O)NCc3ccc(CNC(=O)OC(C)(C)C)cc3)c2C(=O)N1	-10	2
Cc1ccc(Cn2c(O)c(N=NC(=S)Nc3ccccc3F)c3ccccc32)cc1	-8	4
O=C(Nc1ccccn1)c1c(O)c2cccc3c2n(c1=O)CCC3	2	8
CN1CCN(CC(=O)c2cc(C(C)(C)C)c(O)c(C(C)(C)C)c2)CC1	12	3
CCc1noc(C)c1C(=O)NCCc1ccc(S(N)(=O)=O)cc1	-1	-1
CC1CC(C(=O)Nc2ccccc2)C(=O)O1 (stereo unspecified)	6	-4
CNCC(O)COc1ccccc1 (stereo unspecified)	-4	7
COc1ccc(N2CCN(C(=O)C3Cc4ccccc4CN3C(=O)c3ccccc3)CC2)cc1 (stereo unspecified)	25	-8
Cc1ccc(F)c(C2=CC(=O)C[C@H](c3ccc(F)cc3)C2)c1	5	-5
O=C(COC(=O)C1=NN(c2ccccc2)C(=O)CC1)Nc1ccc([N+](=O)[O-])cc1C(F)(F)F	-4	9
COc1ccc(C(=O)O)cc1S(=O)(=O)Nc1ccc2cn[nH]c2c1	0	-4
CNc1nc(Oc2ccc(=O)n(C)n2)nc(N2CCOCC2)n1	2	1
O=C(Nc1ccccc1)N1CCCN(c2nccc(C(F)(F)F)n2)CC1	3	-7
CN(CC(=O)Nc1ccc(F)c(F)c1F)C(=O)CC1CCCCC1	-1	5
O=C(NCc1ccco1)c1cc(C(=O)C2CCCCC2)c[nH]1	8	0
Cc1ccc(CNC(=O)c2cccc3c2C(=O)c2ccc(N4CCCCC4)cc2S3(=O)=O)cc1	-22	1
CC(C)CC(c1nnnn1Cc1ccccc1)N1CCC(C(N)=O)CC1 (stereo unspecified)	1	4
N#CCCN1CCN(Cc2ccccc2)CCC1=O	2	178
O=C(Cc1ccccc1)NN1C(=O)c2ccccc2C1=O	22	-10
COc1ccc(Nc2nc(N)c3ccccc3n2)c(OC)c1	7	-7
COc1ccc(/C=C2\SC(=S)N(CCC(=O)Nc3ccc(O)cc3)C2=O)cc1	-2	-8
C=CCNc1nc(NCc2ccc(NC(C)=O)cc2)c2sc(-c3ccccc3)cc2n1	121	-103
Cc1ccc(NC(=O)CSc2ccccn2)cc1S(=O)(=O)N1CCOCC1	19	9
CCc1ccc(Cn2ncc3c(C(=O)O)cc(C)nc32)cc1	-2	2
CCC(CC)NC(=O)CO/N=C/c1ccc(Cl)cc1Cl	2	0
Cc1ccc(CN2CC(C(=O)N3CC(C)CC(C)C3)CC2=O)cc1 (stereo unspecified)	-1	-5
Cc1nn(-c2ccc(C(=O)OC(C)C)cc2)c(C)c1[N+](=O)[O-]	3	-3
CCOC(=O)C1CCN(C(=O)c2ccccc2CCc2ccccc2)CC1	-10	-4
CCOc1ccc(OCc2ccc(C(=O)N3CCCC(C)C3)cc2)cc1 (stereo unspecified)	-15	0
Cn1cnnc1SCC(=O)OCN1C(=O)c2ccccc2C1=O	-9	13
COc1ccccc1NC(=O)COC(=O)c1ccc2c(c1)OCCO2	-15	6

Quoted from the listing:
`CCOc1ccc(OCc2ccc(C(=O)N3CCCC(C)C3)cc2)cc1` (stereo unspecified) in H9c2 TAG inh DAPI viability = 0
`CCc1ccc(Cn2ncc3c(C(=O)O)cc(C)nc32)cc1` in H9c2 TAG inh = -2

Further compounds.
SMILES	H9c2 TAG inh	H9c2 TAG inh DAPI viability
Cc1ccc(NP(=O)(Nc2ccc(C)cc2)Nc2ccc(C)cc2)cc1	-63	-1
CCCCCNc1nc(-c2ccccc2)nc(-n2ccnc2)n1	14	-3
Cc1nc(Cc2nnc(SCC(=O)N3CCN(c4ccccc4)CC3)o2)cs1	-2	-8
CCOC(=O)C1CCCN(C(=O)CCc2nc3sc4c(c3c(=O)[nH]2)CCCC4)C1 (stereo unspecified)	4	2
COc1ccc(CCN2CC(C(=O)OCC(=O)N(C)Cc3ccccc3)CC2=O)cc1OC (stereo unspecified)	13	-2
Nc1nc(CN2CCc3ccccc3C2)nc(Nc2ccccc2)n1	17	-3
CC(=O)N1CCc2c(sc(NC(=O)c3cccc(N4C(=O)CCC4=O)c3)c2C(N)=O)C1	5	3
COc1ccc(-c2c(C(F)(F)F)nn(C)c2NC(=O)c2cccnc2)cc1	4	-2
CC(=O)NC(Cc1ccc(O)cc1)C(=O)NN (stereo unspecified)	7	-5
O=C(Nc1ccc2c(c1)C(=O)NC2=O)c1ccccc1Cl	-1	1

Random excerpt: 2 records from the list.
SMILES	H9c2 TAG inh	H9c2 TAG inh DAPI viability
COc1ccc(CCN2CC(C(=O)OCC(=O)N(C)Cc3ccccc3)CC2=O)cc1OC (stereo unspecified)	13	-2
CC(=O)N1CCc2c(sc(NC(=O)c3cccc(N4C(=O)CCC4=O)c3)c2C(N)=O)C1	5	3

(more compounds)
SMILES	H9c2 TAG inh	H9c2 TAG inh DAPI viability
CC1CN(C(=O)c2ccc(-c3ccccc3Cl)o2)CC(C)O1 (stereo unspecified)	-7	-1
CC1=C(C(=O)N2CCOCC2)C(c2ccc(Br)cc2)NC(=S)N1c1ccccc1 (stereo unspecified)	9	-7
Oc1ccccc1C=NC1CCCCC1N=Cc1ccccc1O (stereo unspecified)	5	6
O=C1NCCCC1C(=O)N/N=C/c1ccccc1[N+](=O)[O-] (stereo unspecified)	-1	1
O=C(COC(=O)CN1C(=O)c2ccccc2C1=O)Nc1ccccc1[N+](=O)[O-]	-10	-2
Cc1ccccc1NC(=O)NCc1ccco1	0	-6
COc1ccc(CN2C(=O)CC(Cc3ccc(C)cc3)C2=O)cc1OC (stereo unspecified)	-8	0
COc1ccc(CCNC2CCc3ccccc3C2)cc1 (stereo unspecified)	3	3
Cc1ccc(NC(=O)Nc2cccs2)c(Cl)c1	-3	2
CCCCSc1nc(O)c(C2OC(=O)c3c2ccc(OC)c3OC)c(=O)n1-c1ccccc1 (stereo unspecified)	10	-6

Source: PubChem BioAssay
